# b-catenin transl: beta-catenin nuclear translocation modulation | HeLa beta-catenin nuclear translocation, immunofluorescence imaging | nuclear translocation activity, % at 5 µM | 190,000 compounds, 0.3% hits | AID 1665;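 active = nuclear translocation activity above 50% at 5 µM, with a well cell count of 50 or more; inconclusive = wells under 50 cells across six images, flagged as toxic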;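 note: per-cell ratio of nuclear to cytoplasmic median beta-catenin stain intensity; plate controls were DMSO negative control for no effect and GSK-3 inhibitor IX positive control for full effect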
#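 System: HeLa cells, endogenous beta-catenin; compound dosing: 5 µM primary single dose, 0.1% DMSO, 0.02–20 µM confirmation series; incubation: 24 h compound exposure at 37°C, 5% CO2; signal: beta-catenin immunofluorescence imaging with DAPI; evaluation: % activation, nuclear-to-cytoplasmic median beta-catenin signal ratio per cell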
# Dynein cargo inh: blocks dynein driven cargo transport along microtubules; 220,000 compounds, 0.47% hits; z-score, hits read low; 3617.4 mouse cells, GR-EGFP nuclear translocation imaging; test concentration mostly 20 µM; stimulated with dexamethasone, 1 µM; hits give low values; AID 1381;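 active = plate z-score of nuclear minus cytoplasmic receptor signal below a set negative limit, without overly bright fluorescence or cell loss, cut at about -3.5 in these data, passing the limit was not always enough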;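 note: z-score of nuclear minus cytoplasmic ring GR-EGFP intensity difference per well; some compounds called inactive have numbers as strong as hits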
#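 medium = tetracycline-free induction medium containing charcoal-stripped FBS | also added = 1.0 µM final dexamethasone stimulus | schedule = 48 h induction, 1 h compound, 30 min dex at 37 °C | technique = fixed, Hoechst-stained cells imaged at 10x for EGFP | measure = GR-EGFP nuclear translocation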
# Myeloid diff 2: promotes myeloid progenitor differentiation. ER-HoxA9 myeloid progenitors, lysozyme-GFP differentiation, flow cytometry. calls only at 10 µM. 360,000 compounds, 1% hits;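 active = normalized GFP-positive differentiation at or above the plate's own cutoff, the solvent-only control mean plus 3 SD; inconclusive = no clear call, values can overlap the other calls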;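 note: cells exposed to compound for four days before flow analysis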
# Lipid droplet: modulators of hepatic lipid droplet formation; inhibition, % at 6.5 µM; 240,000 compounds, 0.4% hits; AID 1656; AML12 mouse hepatocytes, oleate lipid droplets, BODIPY imaging;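 active = lipid droplet intensity inhibited by at least 50%, with more than 500 cells counted; inconclusive = wells with under 300 cells, treated as cytotoxic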
#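 Assay system: AML12 hepatocytes (mouse); Probe or stimulus: oleic acid at 100 µM to induce lipid droplet formation; Dosing: compound at 6.5 µM only; Schedule: compound with oleate, overnight; Detection: fluorescence imaging, 20x objective, two fields per well; Measure: % inhibition of lipid droplet signal.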
# TNAP activators: human TNAP enzyme activators, primary screen, biochemical, luminescent, no phosphate acceptor, uHTS (AID 1001); activation fold at 20 µM; hits with a dose series show EC50 in µM; 200,000 compounds, 0.03% hits; purified TNAP, luminescent activation assay, no phosphate acceptor; higher activation fold means a stronger effect; in the data active = activation fold from about 3, or a potency from the dose series; inactive = the rest, 99 in 100 with activation fold below about 1.6; note: many of its hits are not listed in these tables
# Ins promoter up: MIN6 insulin promoter up-regulation; MIN6 insulin promoter-GFP reporter, high-content imaging; hits give high values; z-score at 5 µM; 190,000 compounds, 0.3% hits; AID 1625;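 active = z-score above 3 at 5 µM with at least 500 cells counted in the well; inconclusive = wells under 500 cells, flagged as cytotoxic or low count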
# T cell modulator: T cell immune modulators affecting CD8 T cell-vesicle binding. calls only at 7 µM. 330,000 compounds, 0.068% hits. 2C CD8+ T cell-vesicle binding, flow cytometry; hits give low values;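 active = response, share of CD8 T cells binding vesicles, and their 90th percentile fluorescence all below set limits, cut at about 80% in these data, passing the limit was not always enough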
#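 Test system: purified 2C TCR transgenic mouse naive CD8+ T cells. Probe or stimulus: QL9-peptide-loaded Drosophila micro-vesicles bearing Ld, ICAM-1 and B7-1. Incubation: binding step 1.5 h, 37 °C, antibody labelling 20 min, ice. Measured by: flow cytometry of vesicle-bound cells.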
# human PMI inhibition: inhibitors of human PMI, primary screen, biochemical, fluorescence intensity, coupled assay (AID 1209); 190,000 compounds, 0.42% hits; inhibition, % at 20 µM; hits with a dose series show IC50 in µM; purified PMI enzyme, coupled fluorescence intensity; higher % means a stronger effect; in the data active = inhibition above about 50%;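 note: plate controls were DMSO vehicle for no effect and wells lacking substrate for full effect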
# MT stabilize HCS: stabilizes microtubules in HeLa cells; % tubulin-high responders, % at 10 µM; HeLa tubulin immunostaining HCS, 24 h; share of cells brighter than vehicle mean+2SD; 200,000 compounds, 0.83% hits;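 active = plate Z-score above 3 for both tubulin-high and condensed-nucleus cell shares, with cell loss under 80%, at 10 µM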;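 note: anti alpha tubulin signal scored within the nucleus-defined area of each cell; some results filed as inactive read as strong as hits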
# Dynein cargo inh cytoplasmic EGFP: also measured in Dynein cargo inh; calls as there; z-score; measured here: cytoplasmic GR-EGFP intensity; hits give high values
# Dynein cargo inh nuclear GR-EGFP: second read-out of Dynein cargo inh, no call of its own (marks repeat the call); z-score; measured here: nuclear GR-EGFP intensity;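 lower value marks the stronger effect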
# Dynein cargo inh cell count: also measured in Dynein cargo inh; calls as there; z-score; measured here: cell count per field
# Ins promoter up cell count: recorded beside Ins promoter up, whose call it bears; cell count; measured here: cytotoxicity, nuclei count;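 total cells summed across four imaged fields per well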
# Lipid droplet cells 6.5 µM: also measured in Lipid droplet; calls as there; cell count; measured here: cell count, cytotoxicity flag;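 cells counted across two imaged fields per well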
# b-catenin transl cell count 5 µM: recorded beside b-catenin transl, whose call it bears; cell count; measured here: cell count, cytotoxicity flag
# T cell modulator vesicle-bound %: further read-out of T cell modulator, marked with its call; double positive events, %; measured here: CD8+ vesicle-bound cell fraction;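 binding gate set so that unloaded-vesicle control wells show 10% double positive cells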
# MT stabilize HCS Hoechst-high %: second read-out of MT stabilize HCS, no call of its own (marks repeat the call); % Hoechst-high responders; measured here: nuclear condensation Hoechst responders;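 share of cells brighter than vehicle mean plus two SD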
# MT stabilize HCS cytotoxicity %: also measured in MT stabilize HCS; calls as there; toxicity, %; measured here: cytotoxicity by cell density;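 0% = mean cell density of plate MIN control wells and 100% = no cells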
# Myeloid diff 2 GFP+ MAC1+ %: second read-out of Myeloid diff 2, no call of its own (marks repeat the call); GFP+ MAC1+ double positive, %; measured here: differentiation confirmed by MAC1 staining
# * = called active by the depositor; i = inactive; ? = inconclusive; . = no result given. Rows are unselected; any-hit rate near 3%.
# Start of the data: the first 2 compounds as a preview:
SMILES,b-catenin transl,b-catenin transl cell count 5 µM,Dynein cargo inh,Dynein cargo inh cytoplasmic EGFP,Dynein cargo inh nuclear GR-EGFP,Dynein cargo inh cell count,Myeloid diff 2,Myeloid diff 2 GFP+ MAC1+ %,Lipid droplet,Lipid droplet cells 6.5 µM,TNAP activators,Ins promoter up,Ins promoter up cell count,T cell modulator,T cell modulator vesicle-bound %,human PMI inhibition,MT stabilize HCS,MT stabilize HCS Hoechst-high %,MT stabilize HCS cytotoxicity %
CC(C)(C)NC(=O)CN(C(=O)CNS(=O)(=O)c1ccccc1)c1ccc2c(c1)OCCO2,2.1,1209,0.139,0.102,0.612,-0.415,i,0.5,-13.9,666,1.1,-1.11,893,i,42.2,2.8%,1.8,1.1,6.6
Cc1cc[n+](-c2[nH]c(=O)sc2/C=N/NC([S-])=Nc2ccccc2)cc1,-3.9,1147,-0.407,-0.256,0.117,0.737,i,0.7,-0.5,621,1,-0.04,1577,i,56.3,-0.1%,3.1,4.4,7.8

# The list itself (from the top)
SMILES,b-catenin transl,b-catenin transl cell count 5 µM,Dynein cargo inh,Dynein cargo inh cytoplasmic EGFP,Dynein cargo inh nuclear GR-EGFP,Dynein cargo inh cell count,Myeloid diff 2,Myeloid diff 2 GFP+ MAC1+ %,Lipid droplet,Lipid droplet cells 6.5 µM,TNAP activators,Ins promoter up,Ins promoter up cell count,T cell modulator,T cell modulator vesicle-bound %,human PMI inhibition,MT stabilize HCS,MT stabilize HCS Hoechst-high %,MT stabilize HCS cytotoxicity %
CC(C)(C)NC(=O)CN(C(=O)CNS(=O)(=O)c1ccccc1)c1ccc2c(c1)OCCO2,2.1,1209,0.139,0.102,0.612,-0.415,i,0.5,-13.9,666,1.1,-1.11,893,i,42.2,2.8%,1.8,1.1,6.6
Cc1cc[n+](-c2[nH]c(=O)sc2/C=N/NC([S-])=Nc2ccccc2)cc1,-3.9,1147,-0.407,-0.256,0.117,0.737,i,0.7,-0.5,621,1,-0.04,1577,i,56.3,-0.1%,3.1,4.4,7.8
COC(=O)c1cc2sc(Cl)cc2n1Cc1nc(-c2ccccc2)oc1C,.,.,-0.584,0.0073,-0.214,0.387,i,1.6,.,.,1.1,1.62,840,i,41.6,5.4%,3.8,3.8,4.2
COc1ccc(/C=C/c2ccncc2)cc1OC,2.8,298,-0.215,-0.187,0.196,-0.939,i,0.9,39.6,769,1.1,.,.,i,51.2,0.6%,2.6,3.0,2.3
Fc1ccc(CSc2nnc(Cc3sc(-c4ccccc4)nc3-c3ccccc3)o2)cc1,.,.,0.611,-0.174,0.553,0.358,i,0.6,0.0,782,1.1,-0.88,871,i,25.4,11.5%,2.4,1.8,10.5
O=C(NCc1cccnc1)C1CCN(S(=O)(=O)c2cccs2)CC1,1.1,1410,-0.53,-0.287,-0.0789,0.467,i,0.9,.,.,1.1,0.3,1595,i,31.3,1.4%,6.8,2.9,9.7
C/C(=N/NC(=O)c1ccco1)c1cccc(NC(=O)c2ccc(C)s2)c1,.,.,-0.0451,-0.296,-0.333,0.812,i,0.0,22.8,698,1,-0.03,1162,i,48.7,2.6%,1.0,3.2,7.6
CC(C)c1ccccc1NC(=O)COC(=O)Cc1c[nH]c2ccccc12,-3.1,566,0.364,-0.0974,0.534,-1.46,i,0.9,-5.7,609,1,-0.04,1394,i,21.7,-1.5%,0.8,1.7,7.5
CN1C(=O)CC(N2CCC(c3nc4ccccc4[nH]3)CC2)C1=O (stereo not drawn),-1.6,1173,0.5,0.157,0.359,0.503,i,1.2,.,.,1.1,-0.7,871,i,59.6,14.7%,4.7,2.4,2.7
CNc1cc(CSc2ccc(Cl)cc2)nc(C)n1,-1.6,1104,-0.0663,-0.126,0.0248,0.174,i,0.1,12.0,681,1.2,-1.59,1233,i,30.9,-2.4%,2.8,2.8,6.4
Cc1cccc(C)c1NC(=O)c1c(C)nn(-c2ccccc2)c1Cl,2.8,1093,-0.165,-0.0871,0.432,0.402,i,0.6,-3.1,638,1.1,-0.07,1927,i,31.2,10.0%,2.3,1.4,5.4
O=C(COc1ccc(Cl)cc1Br)NNC(=O)C(=O)N1CCCCC1,-1.3,1121,-1.05,-0.206,-0.623,0.389,i,0.3,2.2,554,1.1,1.73,1850,i,49.7,15.8%,3.5,1.8,7.8
Cc1ccnc(NC(c2ccccc2O)c2oc(CO)cc(=O)c2O)c1 (stereo not drawn),-3.6,1051,0.409,-0.264,-0.17,0.686,i,0.2,7.7,629,1.1,1.09,1235,i,32.1,-0.5%,1.6,1.7,5.2
CCOC(=O)c1[nH]c(C)c(CN(CCc2ccc(OC)c(OC)c2)C(=O)CCCC(=O)O)c1C,-2.2,1427,-0.591,-0.347,-0.164,1.25,i,1.3,.,.,1.1,0.78,1594,i,46.5,-3.1%,2.6,2.3,8.4
O=C(NNc1cc(C(F)(F)F)nc2ccccc12)Nc1cccc(Cl)c1,-0.1,1400,1.95,-0.071,1.42,-2.72,i,0.0,6.1,752,.,0.22,1056,i,40.4,.,.,.,.
O=C(/C=C/c1cccs1)N1CCN(c2ccc(O)cc2)CC1,1.5,1063,-0.247,-0.284,-0.00822,0.444,i,0.4,-3.3,729,1,0.45,1216,i,39.4,12.8%,2.8,1.0,6.0
O=C1C(Cl)=C(Nc2ccc3cn[nH]c3c2)C(=O)c2ccccc21,6.4,439,-3.88*,0.816*,-1.84*,0.183*,?,.,0.4,647,.,?,.,i,4.6,.,.,.,.
O=C(NCc1cccs1)c1nc2ncccn2n1,0.9,1186,-0.767,-0.247,-0.136,0.316,i,0.8,-1.8,740,1.1,-0.17,1193,i,54.7,1.2%,2.4,2.4,40.2
O=C1c2ccccc2C(=O)N1CCOCCN1C(=O)c2ccccc2C1=O,-8.2,976,0.504,-0.362,0.566,-0.338,i,0.9,.,.,1.2,-0.02,1067,i,23.2,-2.4%,2.4,1.6,2.3
Nc1ccc(S(=O)(=O)c2ccc(N)c(N)c2)cc1,0.2,1120,-1,-0.356,-0.809,-0.286,i,0.1,2.5,710,1.1,-0.44,1314,i,61.8,1.7%,1.5,2.9,2.0
CC(C)c1ncc(C(O)c2cccc3ccccc23)n1C (stereo not drawn),-0.1,1020,-0.829,-0.244,-0.959,0.815,i,0.5,4.7,807,1.1,0.47,1287,i,21.9,1.5%,2.7,1.9,2.1
COCc1ccc(O)c2ncccc12,.,.,0.238,0.0331,0.365,-0.689,?,.,-3.5,733,1.1,-0.23,836,i,6.3,23.7%,1.9,1.2,5.2
CC(C)(C)OC(=O)NCCCCc1cn(CC(=O)N2CCN(C(=O)OC(C)(C)C)CC2)nn1,0.3,1194,-1.01,-0.294,-0.37,0.362,i,1.5,-35.7,684,1.1,0.25,1330,i,37.7,1.1%,5.1,1.0,8.4
Brc1ccc(N=Cc2ccccn2)cc1,-1.3,523,-0.734,-0.238,0.141,0.509,i,0.4,3.2,683,1,0.05,1257,i,45.5,-9.1%,9.6,2.2,0.9
COc1cccc(C2=NOC(C(=O)NCc3ccc(F)cc3)C2)c1 (stereo not drawn),5.9,1322,-0.327,-0.335,-0.207,0.332,i,7.2,.,.,1.1,0.44,1610,i,13.5,2.7%,6.0,4.5,3.8

# 4 entries from above, ordered by the value under Dynein cargo inh, smallest number first.
SMILES	Dynein cargo inh
CC(C)(C)OC(=O)NCCCCc1cn(CC(=O)N2CCN(C(=O)OC(C)(C)C)CC2)nn1	-1.01
CC(C)c1ncc(C(O)c2cccc3ccccc23)n1C (stereo not drawn)	-0.829
COc1cccc(C2=NOC(C(=O)NCc3ccc(F)cc3)C2)c1 (stereo not drawn)	-0.327
COCc1ccc(O)c2ncccc12	0.238

# Bioassay records deposited in PubChem by several laboratories.
